esBAF inh: SWI/SNF esBAF complex inhibition; mouse ES cells, Bmi1-luciferase knock-in reporter, 24 h; 100% = twice the neutral-well signal; 2% of 350,000 active; reporter increase, % at 12.5 µM; AID 602393; in the data active = activation above about 40%;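 also: 0% = median of the plate's neutral control wells and 100% = double that signal; a rise in the Bmi1 reporter signal indicates esBAF inhibition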
FN deposit inh: fibronectin deposition inhibition; AH1F fibroblasts, Alexa488-fibronectin deposition fluorescence, overnight; inhibition, % at 12.6 µM; 0.086% of 350,000 active; AID 743247;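 active = mean inhibition across replicates of 30% or more, regardless of how many single replicates reach that level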;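 also: positive control wells lacked labelled fibronectin entirely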
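Material: AH1F fibroblasts assembling fluorescent fibronectin matrix; amount: 10000 AH1F cells/well; medium: DMEM, 2% serum; reagent: Alexa488-fibronectin, 24 nM final in well; dosing: single compound dose, delivered by pin transfer; incubation: 1 h adhesion, overnight exposure; detection: fluorescence after three HBSS washes, excitation 485 nm, emission 525 nm; measure: fibronectin deposition inhibition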
S100A4 MyoIIA: blocks human S100A4 binding to myosin IIA peptide; S100A4/TAMRA-MyoIIA peptide fluorescence polarization; 0.14% of 360,000 active; inhibition, % at 10.7 µM;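 active = mean inhibition of at least 70% across replicates, with every replicate also reaching that level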
Target sequence (P26447 whole entry, looked up): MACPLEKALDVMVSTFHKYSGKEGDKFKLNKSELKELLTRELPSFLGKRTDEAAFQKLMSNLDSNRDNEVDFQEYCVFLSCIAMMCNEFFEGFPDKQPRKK
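System – human S100A4 monomer protein, biochemical binding assay · Buffer or medium – Calcium-containing HEPES buffer, pH 7.2 · Timing – 5 min between mix addition and reading · Also added – TAMRA-labelled myosin IIA heavy-chain peptide probe, 5 nM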
EWS-Fli block: blocks EWS/Fli oncoprotein-driven transcription. 0.67% of 350,000 active. AID 651661. inhibition, % at 12.6 µM. A673 NR0B1-luciferase reporter, viability-normalised;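 active = mean inhibition of at least 50% after viability correction, with every replicate also passing that limit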;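 also: firefly luciferase signal divided by Alamar Blue viability fluorescence both relative to DMSO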
RAD52 anneal inh: inhibitors of human RAD52 DNA annealing. P43351. recombinant RAD52 DNA annealing, FRET fluorescence. inhibition, % at 18.7 µM. 0.46% of 360,000 active;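 active = every replicate showing at least 50% inhibition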
Target sequence (P43351 whole entry, looked up): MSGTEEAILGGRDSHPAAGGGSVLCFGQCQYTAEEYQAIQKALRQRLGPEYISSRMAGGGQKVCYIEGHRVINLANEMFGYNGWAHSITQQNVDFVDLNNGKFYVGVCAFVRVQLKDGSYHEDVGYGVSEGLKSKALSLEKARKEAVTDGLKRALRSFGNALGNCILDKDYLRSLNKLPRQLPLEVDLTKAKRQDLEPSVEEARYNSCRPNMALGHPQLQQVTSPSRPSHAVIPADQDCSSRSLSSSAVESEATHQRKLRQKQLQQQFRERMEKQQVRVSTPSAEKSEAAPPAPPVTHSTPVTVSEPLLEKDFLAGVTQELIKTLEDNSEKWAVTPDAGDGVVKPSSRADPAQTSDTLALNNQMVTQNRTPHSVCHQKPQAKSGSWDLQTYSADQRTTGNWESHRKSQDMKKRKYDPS
E-selectin induc: E-selectin induction on HUVECs | activation, % at 7.58 µM | HUVEC E-selectin immunofluorescence imaging; normalized: neutral wells 0, TNF-alpha wells 100 | AID 686992 | P16581 | 0.37% of 260,000 active;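 active = mean E-selectin-positive cell signal at least 10% of the positive control, reached in at least 60% of replicates, without over 20% cell loss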;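 also: in these data hits start at about 27%; measured in HUVEC primary endothelial cells; signal is the percent of cells scored E-selectin positive by PE staining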
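Read-out basis: % PE-positive cells; Test system: HUVEC primary endothelial cells; Technique: immunofluorescence imaging; Dosing: single-point compound dose.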
Xi reactivation: reactivates the inactive X chromosome in mouse fibroblasts | activation, % at 7.58 µM | 0.055% of 360,000 active | XiGFP mouse fibroblasts, % GFP-positive cells imaging, 3 d; cells co-treated with 5-aza-dC sensitizer; scaled so ellipticine positive control = 100%;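 active = mean normalized replicate activation at least 10% and every replicate at or above 10%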;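 also: 0% = median of on-plate neutral control wells and 100% = ellipticine 6 µM median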
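System: 68-5-11 XiGFP fibroblast line; Timing: 3 days compound exposure; Compound dosing: one concentration, pinned; Benchmarks: positive control ellipticine, 6 µM final; Buffer or medium: DMEM containing 5-aza-dC.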
RAD54 inh: inhibitors of human RAD54 branch migration. RAD54 Holliday junction branch migration, FAM/BHQ fluorescence. 0.14% of 360,000 active. Q92698. inhibition, % at 10.4 µM;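 active = mean normalized replicate activity at least 40 and at least half of replicates scoring 40 or more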;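 also: 0% = median of neutral control wells and 100% = median of positive control wells; inhibitors cause a drop in the FAM fluorescence signal; in these data hits start at about 50%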
* hit, by the source's call; / = no result given; & = joins results of further samples.

SMILES	esBAF inh	FN deposit inh	S100A4 MyoIIA	EWS-Fli block	RAD52 anneal inh	E-selectin induc	Xi reactivation	RAD54 inh
CCOC(=O)C1C(c2ccc(OC)c(OC)c2)c2c([nH][nH]c2=O)CC1(C)O (stereo not given)	1	9	-2	4	-3	-0.4	/	/
O=C(Cn1cnc2ccccc2c1=O)NCCC(=O)Nc1ccc2c(c1)OCO2	/	/	-18	-6	-13	/	0.3	/
CCC(=O)Nc1ccc2c(c1)C(=O)N(C)C[C@@H](OC)[C@@H](C)CN(Cc1cccc(F)c1)[C@H](C)CO2	-2	3	-2	7	/	0.0	0.6	-1
COC(=O)C[C@H]1CC[C@@H]2[C@@H](COc3ccc(NC(=O)c4cccc(OC)c4)cc3C(=O)N2C)O1	-3	-10	-52	-44	-5	-0.1	0.2	9
COc1ccc(C(=O)/C=C2/Sc3cc4c(cc3N2C)OCO4)cc1	/	-7	2	-16	-34	0.0	0.0	/
CN(C)CCCNC(=O)C[C@@H]1CC[C@@H](NC(=O)c2ccccc2F)[C@@H](CO)O1	0	-1	3	-14	0	-0.6	-0.3	-7
CCOC(=O)Cn1nnc(-c2cc(OC)c(OC)c(OC)c2)n1	0	6	-2	-1	-17	4.7	0.2	-7
CCCCN1CCNC[C@@H]1Cc1ccccc1	-5	-1	-2	6	5	-0.1	-0.1	-4
CN1c2ccc(-c3cccc(C#N)c3)cc2[C@@H]2[C@@H](CCN2C(=O)CC2CC2)[C@@H]1CO	1	8	/	1	/	-0.2	0.0	4
COc1ccc(-c2nnn(CC(=O)N(CC(=O)NC3CCCC3)c3ccccc3F)n2)cc1OC	-8	8	-6	5	-5	-0.3	0.3	5
CN1C(=O)C2C3c4ccccc4C(c4ccccc43)[C@@H]2C1=O (stereo not given in full)	-6	-1	-1	-1	-7	-0.1	0.4	-22
O=C(CC1CC1)NC[C@H]1N[C@H](CO)[C@@H]1c1ccc(-c2ccc(F)cc2)cc1	/	11	-31	0	-49	-0.3	0.4	/
O=C(NCc1cccs1)C1(S(=O)(=O)c2ccccc2)CC=CC1	-9	11	-3	-3	0	-0.2	0.0	13
CC(C)NC(=O)N(C)C[C@H]1Oc2ccc(NS(=O)(=O)c3cccs3)cc2CC(=O)N([C@@H](C)CO)C[C@H]1C	1	/	-7	-1	-2	-6.2	-0.1	0
Cn1nc(N)c2ncc(-c3ccc(Cl)cc3)nc21	14	4	5	-46	-20	1.0	0.0	7
CCNc1ccc(C(=O)OCC)cc1NC(=O)c1cccc(S(=O)(=O)N2CCOCC2)c1	-4	/	-3	/	-5	/	/	-5
CN(CC(=O)Nc1ccc(F)cc1)C(=O)CCc1nc2sc3c(c2c(=O)[nH]1)CCCC3	7	2	-2	-36	-18	/	0.0	-2
C[C@@H]1CN([C@@H](C)CO)C(=O)c2cc(NC(=O)CCC(F)(F)F)ccc2O[C@H]1CN(C)C	-6	/	4	3	-1	/	-0.1	12
c1ccc(-n2nnnc2-n2cnc3ccccc32)cc1	-1	/	-2	6	-14	/	/	-2
O=C(NCCc1csc(-c2cccnc2)n1)c1ccc(Cl)cc1	17	-8	0	-8	12	2.6	0.1	4

As entered above.
EWS-Fli block with CN(CC(=O)Nc1ccc(F)cc1)C(=O)CCc1nc2sc3c(c2c(=O)[nH]1)CCCC3 → -36
RAD52 anneal inh with CN1C(=O)C2C3c4ccccc4C(c4ccccc43)[C@@H]2C1=O (stereo not given in full) → -7

The main list resumes; the two compounds before the break are reprinted first.
SMILES	esBAF inh	FN deposit inh	S100A4 MyoIIA	EWS-Fli block	RAD52 anneal inh	E-selectin induc	Xi reactivation	RAD54 inh
c1ccc(-n2nnnc2-n2cnc3ccccc32)cc1	-1	/	-2	6	-14	/	/	-2
O=C(NCCc1csc(-c2cccnc2)n1)c1ccc(Cl)cc1	17	-8	0	-8	12	2.6	0.1	4
CS(=O)(=O)Nc1ccc(-c2cn3c(n2)SCC3)cc1	5	0	0	-37	-15	0.0	-0.1	-1
Cc1cccc2cc(/C=C/C(=O)c3ccco3)c(Cl)nc12	/	13	7	6	-18	2.0	0.0	1
COc1ccc(NC(=O)c2sc(=O)n(Cc3ccc(F)c(Cl)c3)c2C)cc1OC	-12	-6	-1	7	10	/	-0.2	1
COc1ccc(NC(=O)c2cc(-c3ccc(F)cc3OC)n[nH]2)c(OC)c1	3	2	9	7	-13	0.0	0.0	-2
CC(C)NC(=O)N(C)C[C@@H]1Oc2c(NS(C)(=O)=O)cccc2C(=O)N([C@@H](C)CO)C[C@@H]1C	-2	-13	0	-2	-8	0.1	-0.9	4
CC(=O)c1ccc(OC(C)C(=O)NCC2(N3CCOCC3)CCCCC2)cc1 (stereo not given)	-3	/	-3	-4	-9	/	0.0	-3
N/C(=N\NC(=O)c1ccccc1Cl)c1cc2ccccc2oc1=O	/	3	3	17	-13	/	0.0	/
Nc1[nH]c(C(=O)c2ccccc2)c(-c2ccc(Br)cc2)c1C(=O)NCCc1c[nH]c2ccccc12	/	0	-4	3	-3	1.9	0.2	/
CCOc1ccc2nc(SCC(=O)NCc3ccc(S(N)(=O)=O)cc3)[nH]c2c1	-2	-8	-13	-4	-15	-0.1	0.0	-4
COC(=O)c1ccccc1NC1c2ccccc2C(=O)N1c1cccnc1 (stereo not given)	1	-4	-3	1	-12	/	-0.1	11
O=C(NC1CC2CCCC(C1)N2C(=O)Nc1ccccc1)c1ccccc1 (stereo not given)	-4	1	-6	-10	1	1.6	0.1	-5
COc1ccc(C(C(N)=O)c2ncc(C(F)(F)F)cc2Cl)cc1OC (stereo not given)	-9	5	-1	8	-3	/	0.0	-1
CSc1nsc(/C=C/Nc2ccc(C(=O)O)cc2)c1C#N	/	4	-11	-10	-206	/	0.2	/
COc1cccc(OC)c1C(=O)NC(=O)Nc1c(F)cc(F)cc1F	/	2	5	-10	-8	7.9	0.4	0
COc1ccc(C2NC(=O)NC3=C2C(=O)CCC3)cc1 (stereo not given)	-2	-2	-17	6	-13	0.7	0.1	-10
Cc1csc(=O)n1CC(=O)OCC(=O)Nc1cc([N+](=O)[O-])ccc1Cl	-1	/	-1	-1	-11	/	-0.1	-4
Cc1ccccc1NC(=O)C(C)OC(=O)c1ccccc1C(=O)N(C)c1ccccc1 (stereo not given)	-5	3	12	-1	-9	-0.2	0.0	4
CN(C(=O)COC(=O)/C=C/c1ccccc1)C1CCS(=O)(=O)C1 (stereo not given)	/	/	-7	12	-7	0.4	-0.1	/
Cc1ccc(-n2c(=O)c3c(C)c(C)sc3n(Cc3cc(=O)n4ccccc4n3)c2=O)cc1C	8	4	/	/	/	/	-0.1	3
COCC(C)NC(=O)CSc1nc2ccccc2c(=O)n1CCc1ccc(S(N)(=O)=O)cc1 (stereo not given)	/	-5	1	-7	-4	/	0.0	0

Of the compounds above, 4 contain a thiophene ring, fused or not:
SMILES	esBAF inh	FN deposit inh	S100A4 MyoIIA	EWS-Fli block	RAD52 anneal inh	E-selectin induc	Xi reactivation	RAD54 inh
O=C(NCc1cccs1)C1(S(=O)(=O)c2ccccc2)CC=CC1	-9	11	-3	-3	0	-0.2	0.0	13
CC(C)NC(=O)N(C)C[C@H]1Oc2ccc(NS(=O)(=O)c3cccs3)cc2CC(=O)N([C@@H](C)CO)C[C@H]1C	1	/	-7	-1	-2	-6.2	-0.1	0
CN(CC(=O)Nc1ccc(F)cc1)C(=O)CCc1nc2sc3c(c2c(=O)[nH]1)CCCC3	7	2	-2	-36	-18	/	0.0	-2
Cc1ccc(-n2c(=O)c3c(C)c(C)sc3n(Cc3cc(=O)n4ccccc4n3)c2=O)cc1C	8	4	/	/	/	/	-0.1	3

Structural class: those above with a CF3 group
SMILES	esBAF inh	FN deposit inh	S100A4 MyoIIA	EWS-Fli block	RAD52 anneal inh	E-selectin induc	Xi reactivation	RAD54 inh
C[C@@H]1CN([C@@H](C)CO)C(=O)c2cc(NC(=O)CCC(F)(F)F)ccc2O[C@H]1CN(C)C	-6	/	4	3	-1	/	-0.1	12
COc1ccc(C(C(N)=O)c2ncc(C(F)(F)F)cc2Cl)cc1OC (stereo not given)	-9	5	-1	8	-3	/	0.0	-1

More records follow:
SMILES	esBAF inh	FN deposit inh	S100A4 MyoIIA	EWS-Fli block	RAD52 anneal inh	E-selectin induc	Xi reactivation	RAD54 inh
Cc1ccc(Nc2n[nH]c(=S)s2)cc1F	/	-4	5	-21	-13	0.6	0.1	/
C[C@@H]1CN([C@@H](C)CO)C(=O)CCCn2cc(nn2)CO[C@H]1CN(C)C(=O)NC1CCCCC1	-1&-9	-5&-2	-1&-13&-1	3&3&5	18&-5&-9	0.3&0.3	0.3&-0.1	-3&-3
COCCNC(=O)Cn1nc(-c2ccc(Cl)cc2)c2ccccc2c1=O	4	0	6	-8	6	0.0	0.0	5
COc1ccc(-c2csc(NC(=O)Cc3ccccc3F)n2)cc1OC	/	-1	2	11	-17	-0.2	0.0	6
COc1ccc(NC(=O)CS(=O)(=O)c2cn(CC(=O)N3CCOCC3)c3ccccc23)cc1	/	-1	1	7	14	3.9	/	/
COCCNC(=O)C[C@H]1C=C[C@@H](NC(=O)NC2CCCC2)[C@H](CO)O1	-2	-2	0	1	-13	0.6	0.7	1
Cn1cnc(S(=O)(=O)N2C[C@@H](O)COC[C@@H]3O[C@H](CC(=O)NCc4cccc(F)c4)CC[C@H]32)c1	0	2	/	-2	/	0.0	0.0	5
CC(=O)N1CCN(c2ccc(NC(=O)c3ccc(N4CCCC4)c([N+](=O)[O-])c3)cc2Cl)CC1	1	/	-2	-9	17	/	/	1

The order is random, and some 3% of all compounds hit somewhere here.
